STAT3 activator – activators of IL-6 induced STAT3 signaling; U3A cells, IL-6 STAT3-luciferase reporter, luminescence; 100% = signal with IL-6 EC80 alone; activation (% of control), % at 5.6 µM; actives 0.91% (n = 190,000); AID 871;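 active = activation above the screen-wide mean of compound activation plus 3 SD, cut at about 130% in these data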;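 also: 0% = background luminescence of wells with medium and substrate only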
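system = STAT3-luciferase reporter U3A cells | reagent = IL-6 stimulus at 33 ng/mL final | timing = 1 h compound pre-exposure, 6 h IL-6 stimulation, 37 °C | measured by = luminescence | evaluation = % activation versus median of IL-6-stimulated wells | control set = IL-6-only wells as 100% reference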
Diaph inh CS – counter-screen for diaphorase-based assays: diaphorase inhibitors and chemical oxidizers. diaphorase resazurin-to-resorufin fluorescence, NADH, 16 min; bacterial (C. kluyveri) enzyme, not human. inhibition, % at 20 µM. actives 0.69% (n = 190,000);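 active = primary screen inhibition at 20 µM above a set limit, cut at about 50% in these data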;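 also: plate controls were DMSO with full reaction for no effect and wells lacking NADH for full effect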
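Detection: fluorescence of resorufin formed from resazurin, Ex 544/Em 590 nm; test system: Clostridium kluyveri diaphorase enzyme; amount: 0.14 U/mL diaphorase, enzyme working solution; times: 16-min room-temperature incubation before reading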
Diaphorase act – counter-screen for diaphorase-based assays: diaphorase activators and chemical reducers | Diaphorase/resazurin coupled assay, resorufin fluorescence, 16 min; stronger effect = higher value; 1 = vehicle wells, 0 = NADH-free wells | activation factor at 20 µM | actives 0.005% (n = 190,000) | AID 1229;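 active = diaphorase activity raised at least twofold by the compound at 20 µM; inactive = activation factor below 2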
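Test system: Clostridium kluyveri diaphorase, purified enzyme; input: enzyme 0.07 U/mL final; buffer or medium: 50 mM HEPES pH 7.4 with 4.542 mM MgCl2, 0.005% Tween 20; also added: 0.114 mM NADH and 0.1 mM resazurin, final amounts; schedule: 16 min enzyme reaction, ambient temperature; technique: fluorescence of resorufin, 544 nm excitation, 590 nm emission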
STAT1 act – activators of IFN-gamma induced STAT1 signaling; actives 2.6% (n = 200,000); NIH 3T3 STAT1-luciferase reporter, luminescence; 100% = IFN-gamma alone, no compound; AID 932; activation (% of control), % at 5.5 µM;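 active = activation above the screen-wide mean activation plus 3 SD, cut at about 130% in these data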;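 also: raw ratio to IFN-gamma control signal so 100% means no change and 0% no light; values of inactives mirror those of a sister screen read the other way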
TLR4 MyD88 comp – inhibitors of human TLR4-MyD88 binding | AID 861 | O00206+Q99836 | HeLa CL3-4 TLR4/MyD88 BLA complementation, FRET ratio | inhibition, % at 8.4 µM | actives 0.18% (n = 200,000); in the data active = inhibition above about 25%;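 also: 0% = vehicle and 100% = reference inhibitor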
Target sequence (O00206 whole entry, looked up): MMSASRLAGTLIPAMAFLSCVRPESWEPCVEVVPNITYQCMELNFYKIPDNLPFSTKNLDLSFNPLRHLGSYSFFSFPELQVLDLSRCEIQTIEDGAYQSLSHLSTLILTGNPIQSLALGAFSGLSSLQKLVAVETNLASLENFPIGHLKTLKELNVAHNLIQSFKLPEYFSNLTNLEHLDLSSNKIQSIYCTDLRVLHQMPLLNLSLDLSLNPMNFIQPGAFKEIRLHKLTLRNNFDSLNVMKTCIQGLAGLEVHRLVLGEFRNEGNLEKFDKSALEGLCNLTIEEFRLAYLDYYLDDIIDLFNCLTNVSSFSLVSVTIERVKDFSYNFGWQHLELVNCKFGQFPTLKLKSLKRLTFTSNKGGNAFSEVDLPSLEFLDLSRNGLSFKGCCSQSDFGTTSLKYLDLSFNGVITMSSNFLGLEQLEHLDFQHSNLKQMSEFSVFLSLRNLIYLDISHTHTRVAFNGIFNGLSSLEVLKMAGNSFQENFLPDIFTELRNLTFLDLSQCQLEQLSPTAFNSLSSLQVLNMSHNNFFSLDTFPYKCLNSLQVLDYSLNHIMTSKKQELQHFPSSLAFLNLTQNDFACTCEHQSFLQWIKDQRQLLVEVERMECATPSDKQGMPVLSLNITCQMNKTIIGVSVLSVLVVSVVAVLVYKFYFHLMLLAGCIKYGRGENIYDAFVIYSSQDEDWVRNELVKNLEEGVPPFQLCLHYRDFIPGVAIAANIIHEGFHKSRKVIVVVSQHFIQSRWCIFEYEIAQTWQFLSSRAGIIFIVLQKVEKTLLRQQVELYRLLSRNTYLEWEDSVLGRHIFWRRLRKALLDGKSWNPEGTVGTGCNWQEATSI
Target sequence (Q99836 whole entry, looked up): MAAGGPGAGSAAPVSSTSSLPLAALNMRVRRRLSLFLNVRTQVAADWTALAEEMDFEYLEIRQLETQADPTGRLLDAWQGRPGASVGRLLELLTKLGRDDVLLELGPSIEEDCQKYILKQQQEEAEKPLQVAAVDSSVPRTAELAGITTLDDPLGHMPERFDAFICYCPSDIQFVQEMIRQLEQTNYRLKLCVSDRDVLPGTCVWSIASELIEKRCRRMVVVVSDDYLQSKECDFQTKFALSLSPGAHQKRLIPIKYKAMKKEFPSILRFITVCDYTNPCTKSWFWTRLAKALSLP
G6PDH counter – L. mesenteroides G6PDH inhibition counter-screen | Purified L. mesenteroides G6PDH, diaphorase/resazurin coupled fluorescence, 45 min | inhibition, % at 5 µM | actives 0.12% (n = 200,000); in the data active = inhibition above about 50%
Hsp70 activator – Hsp70 transcriptional activation, primary screen; HeLa Hsp70 promoter luciferase reporter, luminescence; scaled: vehicle 0, proteasome-inhibitor control 100%; actives 0.04% (n = 200,000); activation, % at 10 µM;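 active = activation above the mean across all tested compounds plus 3 SD, cutoff set per campaign, cut at about 5.5% in these data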;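 also: 100% = MG132 at 30 µM as the positive control and 0% = DMSO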
APP transl inh – APP translation inhibition; inhibition, % at 2 µM; actives 0.82% (n = 190,000); SH-SY5Y APP 5'UTR-luciferase reporter, luminescence;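 active = inhibition above a set limit, derived from the sample mean plus 3 SD, cut at about 45% in these data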; also: values of inactives mirror those of a sister screen read the other way
STAT1 blocker – reduces IFN-gamma driven STAT1 reporter signal; actives 0.35% (n = 200,000); NIH 3T3 STAT1-luciferase reporter, luminescence; inhibition, % at 5.5 µM; AID 920;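 active = inhibition above a set limit, the mean inhibition across all tested compounds plus 3 SD, cut at about 34% in these data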;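 also: 0% = IFN-gamma with DMSO and 100% = IFN-gamma with 300 µM nifuroxazide; values of inactives mirror those of a sister screen read the other way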
STAT3 inh – inhibitors of IL-6 induced STAT3 signaling | U3A cells, IL-6 STAT3-luciferase reporter, luminescence; host cell line lacks STAT1 | inhibition, % at 5.5 µM | actives 0.89% (n = 190,000);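 active = inhibition above the mean inhibition across all screened compounds plus 3 SD, cut at about 44% in these data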;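 also: 0% = DMSO only wells and 100% = 100 µM nifuroxazide control wells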
* = called active by the depositor; / = not tested or not shown. No enrichment for hits, and some 6.1% of all compounds hit somewhere here.

SMILES	STAT3 activator	Diaph inh CS	Diaphorase act	STAT1 act	TLR4 MyD88 comp	G6PDH counter	Hsp70 activator	APP transl inh	STAT1 blocker	STAT3 inh
NC(=O)Cc1nc2scc(-c3ccc(Cl)cc3)c2c(=O)[nH]1	95	11	0.9	95	-18	6	-0.1	-12	4	16
NC(=O)c1ccccc1NC(=O)/C=C/c1cccc(Cl)c1	96	17	0.8	131*	10	4	1.2	-91	-35	16
COc1ccccc1/C=C/C(=O)Nc1ccc2c(c1)OCCO2	96	6	0.9	179*	2	5	-0.1	-134	-89	4
CCOc1ccc(N(C(C)C(=O)NN=C2CCCCCCC2)S(C)(=O)=O)cc1 (configuration not stated)	102	11	0.9	103	-4	2	-0.2	-3	-1	-5
CC(c1ccon1)N(C)C(=O)CCc1nnc(Cc2ccc(-c3ccccc3)cc2)o1 (configuration not stated)	98	-6	1.1	96	11	15	0.5	-16	2	4
O=C(O)c1ccc(/C=N/N2CCN(Cc3ccc(Cl)cc3)CC2)cc1	88	/	/	88	3	13	0.0	0	12	18
Cc1ccc(NC(=O)CSc2nnc(CN3CCOCC3)n2-c2ccccc2)cc1	97	3	1	96	-5	9	-0.4	-6	5	5
COc1cc2c(cc1OC)C(c1ccc(-c3ccc(Cl)cc3Cl)o1)=NCC2	52	11	0.9	95	-4	6	-0.1	-1	5	63*
COc1ccc(-c2cc(=O)c3cc(C)ccc3[nH]2)cc1	90	2	1	150*	0	8	-0.3	-99	-55	9
Cn1cccc1CNC(=O)Nc1ccccc1	103	5	1	110	-11	8	-0.1	-10	-11	2
CN1CCN(CC(=O)N(C)c2nc(-c3ccccc3)cs2)CC1	111	-4	1	134*	0	8	0.1	-106	-36	-9
CCOc1ccc(-c2noc(-c3ccncc3)n2)cc1OCC	100	2	1	108	16	-18	-0.3	10	-8	4
O=C(CSc1nnc(COc2ccc(Cl)cc2)o1)OC1CCCCC1	108	14	0.9	87	3	-16	-0.4	-1	14	-5
Cc1ccc(OCCN2C(=O)C(=O)c3cccc(C)c32)cc1	90	/	/	103	7	10	-0.1	13	-5	13
COc1cccc(CN2CCN(Cc3ccc(C#CC(C)(C)O)s3)CC2CCO)c1 (configuration not stated)	102	-4	1	96	1	6	-0.1	3	3	-2
NC(=O)c1c(NC(=O)CSc2nnc(-c3ccco3)n2-c2ccccc2)sc2c1CCC2	106	53*	0.5	98	12	9	-0.2	7	3	0
CCOC(=O)c1sc(=NC(=O)c2ccc(S(=O)(=O)N(C)c3ccccc3)cc2)n(C)c1C	92	-3	1	100	6	4	0.3	5	-1	20
CCCc1nc2ccccc2n2cc3c(=O)n(C)c(=O)n(C)c3c12	107	/	/	94	-10	/	0.4	-10	7	-6
Cc1ccc(S(=O)(=O)NCC(=O)N(CC(=O)NCC2CCCO2)C2CCCC2)cc1 (configuration not stated)	100	1	1	102	7	2	-0.3	-8	-2	8
CC(=O)NCCc1csc(-c2ccccc2)n1	94	-4	1	107	-23	1	0.2	5	-8	11
Cc1ccc(OCC(=O)Nc2ccc(-c3nnc(-c4ccco4)o3)cc2)cc1	102	11	0.9	126	6	6	-0.1	-17	-28	6
CC(OC(=O)CCCN1C(=O)c2ccccc2C1=O)C(=O)Nc1ncc(Cl)cc1Cl (configuration not stated)	94	14	0.9	93	5	15	0.0	6	8	11
CCO[C@H]1OC(C(=O)O)=C[C@@H](c2ccc3c(c2)OCO3)[C@@H]1CCCO	/	20	0.8	103	-9	14	-0.2	-1	-1	/
Cc1ccccc1OCc1csc(N)n1	88	-20	1.2	104	-14	13	0.5	2	-4	15
CCOC(=O)c1c(NC(=O)CN(CC)CC)sc2c1CCN(C(=O)OCC)C2	89	22	0.8	95	-5	-1	-0.3	-13	4	18

Record cards (already shown). Values in the order: STAT3 activator | Diaph inh CS | Diaphorase act | STAT1 act | TLR4 MyD88 comp | G6PDH counter | Hsp70 activator | APP transl inh | STAT1 blocker | STAT3 inh
Cn1cccc1CNC(=O)Nc1ccccc1 as listed: 103 | 5 | 1 | 110 | -11 | 8 | -0.1 | -10 | -11 | 2
CC(c1ccon1)N(C)C(=O)CCc1nnc(Cc2ccc(-c3ccccc3)cc2)o1 (configuration not stated) as listed: 98 | -6 | 1.1 | 96 | 11 | 15 | 0.5 | -16 | 2 | 4

No new results follow: 6 of the compounds above.
SMILES	STAT3 activator	Diaph inh CS	Diaphorase act	STAT1 act	TLR4 MyD88 comp	G6PDH counter	Hsp70 activator	APP transl inh	STAT1 blocker	STAT3 inh
CC(=O)NCCc1csc(-c2ccccc2)n1	94	-4	1	107	-23	1	0.2	5	-8	11
Cc1ccc(OCC(=O)Nc2ccc(-c3nnc(-c4ccco4)o3)cc2)cc1	102	11	0.9	126	6	6	-0.1	-17	-28	6
CC(OC(=O)CCCN1C(=O)c2ccccc2C1=O)C(=O)Nc1ncc(Cl)cc1Cl (configuration not stated)	94	14	0.9	93	5	15	0.0	6	8	11
CCO[C@H]1OC(C(=O)O)=C[C@@H](c2ccc3c(c2)OCO3)[C@@H]1CCCO	/	20	0.8	103	-9	14	-0.2	-1	-1	/
Cc1ccccc1OCc1csc(N)n1	88	-20	1.2	104	-14	13	0.5	2	-4	15
CCOC(=O)c1c(NC(=O)CN(CC)CC)sc2c1CCN(C(=O)OCC)C2	89	22	0.8	95	-5	-1	-0.3	-13	4	18
